UDG counter – counter-screen for AID inhibitors: uracil-DNA glycosylase inhibition; FRET deamination/UDG coupled assay, UDG read, 4 h; Potency, µM (doses to about 115 µM), for the others: top-dose activity change, negative = inhibition, hits mostly inhibitors; hit rate 0.14% among 91,000; note: nearly all actives have a fitted effect of over 65% in size
AID inhibitor – activation induced cytidine deaminase inhibition; Q9GZX7; AID deamination FRET fluorescence, UDG-coupled, 4 h; Potency, µM (top dose mostly 115 µM), for the others: top-dose activity change, negative = inhibition, most hits filed as inhibitors; hit rate 0.32% among 91,000; note: nearly all actives have a fitted effect of over 25% in size
Target sequence (Q9GZX7 whole entry, looked up): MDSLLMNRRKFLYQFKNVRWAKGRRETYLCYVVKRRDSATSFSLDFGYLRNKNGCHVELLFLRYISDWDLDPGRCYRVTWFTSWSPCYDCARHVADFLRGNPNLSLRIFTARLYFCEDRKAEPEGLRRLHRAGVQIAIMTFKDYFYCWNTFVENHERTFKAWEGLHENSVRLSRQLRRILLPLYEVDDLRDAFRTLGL
Active calls of the source: *; ? = inconclusive; & = joins results of further samples; [ ] = another dose, or the depositor's remark. Calls come from the whole dose curve; as a rule, active = well fitted curve in the direction sought with a large enough effect; inconclusive = small, poorly fitted or top-dose-only effect, or another doubt; inactive = no such curve, though single readings can be large; an effect the other way counts as inactive or inconclusive. % is set by controls: 0 for no effect and ±100 for the full control effect; potency is the fitted concentration of half-maximal effect. An excerpt; the hit share may differ from the screen's.

Below each SMILES: UDG counter	AID inhibitor
- CCN(CC)CCNCc1sccc1C
 : -10%	-6%
- COc1ccc(S(=O)(=O)N(CC(=O)Nc2cc(C)cc(C)c2)c2ccc(Cl)cc2)cc1
 : -1%	-7%
- N=C(N)SCc1cccc(F)c1
 : -5%	0%
- Cc1cccc(Cn2cccc2CNS(=O)(=O)c2ccccc2F)c1
 : 2%	16%
- CCc1ccc(CNc2ncc(-c3cccc(OC)c3)n2C)cc1
 : -3%	5%
- COC(=O)c1sc(=S)n(-c2ccccc2)c1C
 : -14%	-12%
- CC(=O)c1ccc(CN2CCCCC2)c(OC(C)C)c1
 : -2%	-3%
- Cc1cn2c(=O)cc(COc3ccccc3NC(=O)c3ccc(Cl)cc3)nc2s1
 : -4%	12%
- Cc1cc(N2CCC(C(=O)Nc3ccc(F)cc3F)CC2)n2nc(C)c(-c3ccc(Cl)cc3)c2n1
 : 2%	4%
- Cc1nc2ccccc2c(=O)n1-c1ccc(NC(=O)c2cccc([N+](=O)[O-])c2)cc1
 : ?	-26%
- O/N=C1\CCCc2c1nc(-c1ccco1)n2O
 : 2%	34%[activator]
- CC(C)CCNC(=O)CSCc1cnn(-c2ccccc2)c1-n1cccc1
 : -3%[57.5 µM]	?
- Cc1ccc(-c2nnc(Nc3cccc(O)c3)c3ccccc23)cc1S(=O)(=O)N1CCOCC1
 : 8%[57.5 µM]	-9%[57.5 µM]
- COc1ccc(C)cc1NC(=O)COCc1cc(-c2ccc(F)cc2)on1
 : -2%	?
- CCn1cc2nc(SCc3cc(C)ccc3C)n(Cc3ccc(Cl)cc3)c(=O)c2n1
 : 4%	-2%
- CCCOc1ccc(-c2nc(C#N)c(N3CCN(C(=O)c4cccs4)CC3)o2)cc1
 : 1%	-9%
- CCc1ccc(C(=O)/C=C/c2ccc(O)cc2)cc1
 : -3%	-5%
- COc1ccc(Cc2nc3ccc(C(=O)NCc4cc(Br)ccc4OC)cc3o2)cc1
 : -9%	-32%
- CCc1cc2c(=O)c(Oc3ccc(I)cc3)c(C(F)(F)F)oc2cc1OC(=O)c1ccc(Br)cc1
 : 3%	4%
- Cc1ccc(-c2cc3c(=O)n(CC(=O)Nc4ccc(F)cc4C)ccn3n2)cc1
 : -1%	-8%
- CCCN(CCC)C(=O)Cn1c(=O)n(-c2ccccc2)c(=O)c2c3c(sc21)CCCC3
 : -7%	-27%
- Cc1cccc(NC(=O)Cn2nc(-c3ccccc3)c3cnc4ccccc4c32)c1
 : 15%	16%
- CC(C)c1noc(CCCC(=O)Nc2cccc(OC3CCCC3)c2)n1
 : 2%	-1%
- COC(=O)c1cnc(N2CCN(c3ccccc3)CC2)c2ccccc12
 : 5%	-8%
- Cc1ccccc1C(C)NC(=O)c1ccc[n+]([O-])c1 (stereo not given)
 : 10%	0%
- O=C(O)c1ccc(NC(=O)c2ccc(Cl)c(S(=O)(=O)N3CCCCCC3)c2)cc1
 : -9%	-10%
- CCc1cccc2c(C(=O)C(=O)Nc3cccc(Cl)c3)c[nH]c12
 : -8%	-16%
- COc1ccc(OC)c(CN2CCN(c3cccc(C)c3C)CC2)c1
 : -15%	-10%
- Cc1ccc(-c2n[nH]c(=O)c3ccccc23)cc1S(=O)(=O)N(C)CCO
 : 10%	1%
- Cc1ccc(N2CC(C(=O)Nc3c(NC4CCCC4)c4ccccc4oc3=O)CC2=O)cc1 (stereo not given)
 : -1%	-7%

Full records as entered above. Order of values: UDG counter	AID inhibitor
`CCn1cc2nc(SCc3cc(C)ccc3C)n(Cc3ccc(Cl)cc3)c(=O)c2n1` is listed as 4%	-2%
`COC(=O)c1cnc(N2CCN(c3ccccc3)CC2)c2ccccc12` is listed as 5%	-8%
`N=C(N)SCc1cccc(F)c1` is listed as -5%	0%
`CC(=O)c1ccc(CN2CCCCC2)c(OC(C)C)c1` is listed as -2%	-3%
`CCc1cccc2c(C(=O)C(=O)Nc3cccc(Cl)c3)c[nH]c12` is listed as -8%	-16%

Remaining list, next part.
Below each SMILES: UDG counter	AID inhibitor
- COc1cc(NC(=O)CSc2c3c(nc4ccccc24)CCC3)cc(OC)c1OC
 : 10%[57.5 µM]	0%
- c1ccc(-n2nnnc2NCCCNC2CCCCC2)cc1
 : 0%	5%
- Cc1cccc(COc2ccccc2C(=O)O)c1
 : -4%	7%
- Cc1ccc(C2CCCN2C(=O)c2cc(-c3cccs3)on2)cc1 (stereo not given)
 : -3%	-14%
- Cc1cc2c(cc1C)CSC(c1c(O)ccc3cc(Br)ccc13)SC2
 : -12%	9%
- O=[N+]([O-])c1cccc2nc(/C=C/c3c(F)c(F)c(F)c(F)c3F)ccc12
 : -10%	-1%
- CCOc1ccc(C(=O)c2cn(Cc3ccc(Cl)cc3)c3cc(OC)c(OC)cc3c2=O)cc1
 : -12%	-23%
- CCOc1ccc(-c2nc3cc(NC(=O)c4cccc(C)c4)ccc3o2)cc1
 : -2%	0%
- COc1cc(OC)c(NC(=O)c2cc(C(C)=O)n3ccccc23)cc1Cl
 : 1%	-11%
- Cc1cc2oc(C(=O)O)c(C)c2cc1C
 : 11%	16%
- CCC(C)(CNC(=O)c1cc(-c2ccccc2)on1)N1CCOCC1 (stereo not given)
 : 6%	-6%
- Cc1cc(Cl)ccc1-c1ccc(C=O)o1
 : -5%	-16%
- Nc1c(C(=O)c2ccccc2)sc(Nc2ccc(Cl)c(Cl)c2)c1C(=O)Nc1ccccc1
 : -2%	82%[activator]
- Cc1ccc(C(=O)c2sc(Nc3ccc(Cl)cc3C)nc2N)cc1
 : 6%	5%
- CCOC(=O)c1c(C)[nH]c(C)c1S(=O)(=O)N(C)CC(=O)N1CCN(c2cccc(C)c2C)CC1
 : -9%	-12%
- COc1ccc(OCc2ccc(-c3nc(C#N)c(NCc4ccccc4)o3)o2)cc1
 : 0%	7%
- COc1ccc(OC)c(-c2noc(N3CCN(c4cccc(C(F)(F)F)c4)CC3)n2)c1
 : -23%	?
- CC1CCCN(Cc2ccc(CNC(=O)N3CCC(C#N)CC3)cc2)C1 (stereo not given)
 : 5%	-4%
- Cc1nn(-c2ccccc2)c2c1N(CC(=O)N1CCN(c3ccccc3F)CC1)C(=O)CS2
 : -15%	13%
- Cn1nc(C(=O)OCC(=O)NC(C)(C#N)C2CC2)c2ccccc2c1=O (stereo not given)
 : 8%	-2%
- COc1cccc(Nc2nc(-c3ccc(CC(=O)N4CCOCC4)s3)cs2)c1
 : -7%	8%
- O=C(O)CCc1ccc(S(=O)(=O)NCc2ccccc2)cc1
 : 1%	13%
- CC(C)CCNC(=O)CN1C(=O)CCn2nc(-c3cn(C)c4ccccc34)cc21
 : -5%	1%
- Cc1ccc(NC(=O)c2oc3ccc(S(=O)(=O)N4CCCCCC4)cc3c2C)c(C)c1
 : -20%	15%
- Cc1cccc(NC(=O)Cn2cc(C(=O)c3ccco3)c3ccccc32)c1C
 : -2%	2%
- COc1ccccc1CNS(=O)(=O)c1cc2c3c(c1)CCN3C(=O)CC2
 : 9%	-5%
- O=C1NC(=O)C(c2ccccc2)(c2ccccc2)N1
 : -1%&-4%	-1%&-1%
- Cc1ccc(-c2noc(-c3nnn(CC(=O)Nc4cc(Cl)ccc4C)c3N)n2)cc1
 : -4%	4%
- CCCCCNC(=O)N(C)Cc1ccc(C(=O)OC)cc1
 : -1%	-9%
- O=C(c1cnc2c(c1)COc1ccc(Cl)cc1-2)c1ccccc1O
 : -15%	6%
- Cc1cc(NC(=O)c2cc(-c3ccc(Cl)cc3)on2)no1
 : 10%	2%
- O=C(NC1CCCCC1)c1cc2c(F)cccc2s1
 : -1%	8%
- O=C(CC(F)(F)F)NCCc1ccccn1
 : -1%	1%
- CC(=O)N1CCc2c(sc3c2c(=O)n(CCc2ccccc2)c(=O)n3CC(=O)Nc2ccccc2F)C1
 : -3%	20%
- Cc1ccc2oc(C(=O)Nc3c(C(=O)Nc4cccc(Cl)c4)oc4ccccc34)cc(=O)c2c1
 : -14%[57.5 µM]	-6%[57.5 µM]
- CC(=O)N1c2ccccc2C(=O)C1N1CCN(c2ccc(F)cc2)CC1 (stereo not given)
 : 17%	103%[activator]
- CCOC(=O)c1c(-c2ccccc2)oc2ccc(OCc3ccc(C)cc3)cc12
 : -15%	9%
- CCNc1ccc(-c2nc(-c3ccco3)no2)cc1[N+](=O)[O-]
 : -7%	7%
- CC(NCc1ccccc1C#N)c1ccccc1F (stereo not given)
 : -7%	-3%
- Cc1noc(COc2ccc3c(C)cc(=O)oc3c2)n1
 : -3%	1%
- COc1ccccc1CNC(=O)Cc1nn(C)c(=O)c2ccccc12
 : 2%	-1%
- COc1ccc(N2CCN(C(c3ccccc3F)c3sc4nc(-c5ccco5)nn4c3O)CC2)cc1 (stereo not given)
 : 3%[57.5 µM]	0%

Part of the list above, in markdown.
| mol | UDG counter | AID inhibitor |
| --- | --- | --- |
| CC1CCCN(Cc2ccc(CNC(=O)N3CCC(C#N)CC3)cc2)C1 (stereo not given) | 5% | -4% |
| Cc1nn(-c2ccccc2)c2c1N(CC(=O)N1CCN(c3ccccc3F)CC1)C(=O)CS2 | -15% | 13% |
